Screening data as filed in PubChem.
MCF10A rerep = induces DNA re-replication in MCF 10a normal breast cells; MCF 10A DNA re-replication, Hoechst nuclear intensity, 48 h; Potency, µM (highest dose often 46.1 µM), inactives show at the highest dose activity, positive = re-replication, actives largely listed as activators; 350,000 compounds, 2.9% hits; note: potency is the fitted concentration of half-maximal effect; % of control where 0% means no effect; nearly all actives have a fitted effect of over 50% in size
ATXN2 expr inh = ATXN2 expression inhibition; HEK-293 ATXN2-luciferase reporter, luminescence, 24 h; Potency, µM (highest dose often 57 µM), without a hit: at the top dose activity change, negative = inhibition, actives largely listed as inhibitors; 360,000 compounds, 0.72% hits; note: potency is the fitted concentration of half-maximal effect; % is set by controls: 0 for no effect and ±100 for the full control effect; nearly all actives have a fitted effect of over 55% in size
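ATXN2-luciferase reporter cells (luciferase flanked by upstream and downstream ATXN2 gene portions) were treated 24 h at 37 °C with compounds at up to 57 uM. SteadyGlo luminescence gave expression; GF-AFC fluorescence gave viability.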
HT1080 IDH1KD tx = HT-1080 IDH1 knockdown cell toxicity (counter line); HT-1080 IDH1 knockdown viability, ATP luminescence, 48 h; Potency, µM (titrated, usually from 46.1 µM), without a hit: top-dose activity, negative = toxicity, actives largely listed as cytotoxic; 360,000 compounds, 2% hits; AID 686971;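 note: potency is the fitted concentration of half-maximal effect; 0% = DMSO wells and -100% = cell-free medium wells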
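HT-1080-IDH1KD cells (IDH1 knocked down), 750/well in RPMI with 5% FBS, treated with compound 48 h at 37 degrees C. Viability by CellTiter-Glo luminescence, normalised to DMSO and no-cell wells; concentration-response curves classed.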
IL1B secr inh = inflammasome signaling inhibition, IL-1 beta readout | THP-1 LPS/ATP IL-1B secretion, AlphaLISA, 16 h; active compounds read low | activity change, % at 57.5 µM | 360,000 compounds, 4.7% hits | AID 743279; in the data active = activity change below about -50%; inconclusive = mostly about -30% to -49%; note: % is set by controls: 0 for no effect and ±100 for the full control effect
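THP-1 cells pretreated 1 hr with compounds (up to 57.5 uM final), then stimulated with LPS (250 ng/mL final) plus ATP (1.25 mM final); secreted IL-1B measured by AlphaLISA after 16 hr, decreased signal indicating inhibition.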
KB-3-1 cytotox = KB-3-1 parental cell cytotoxicity | 400,000 compounds, 1.4% hits | AID 1347075 | KB-3-1 viability, CellTiter-Glo ATP luminescence, 72 h | Potency, µM (series often up to 46.1 µM), for inactives: at the top dose activity change, negative = cytotoxic, usual class: cytotoxic; note: potency is the fitted concentration of half-maximal effect; % is set by controls: 0 for no effect and ±100 for the full control effect; nearly all actives have a fitted effect of over 60% in size
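Viability of parental KB-3-1 cells, measured by CellTiter-Glo luminescence, followed a 72 h incubation at 37 °C with pinned compounds in phenol-red-free DMEM containing 10% FBS.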
ATXN viability = reduces viability in counter-screen for ATXN expression inhibitors. S2 cells (HEK-293 line with an ATXN2-luciferase reporter) viability, CellTiter-Fluor protease fluorescence, 24 h. Potency, µM (doses to about 56.7 µM), most hits filed as cytotoxic. 400,000 compounds, 0.49% hits. AID 651635; note: potency is the fitted concentration of half-maximal effect; nearly all actives have a fitted effect of over 40% in size
HepG2 tox = kills HepG2 cells in TGF-b inhibitor counter-screen | 410,000 compounds, 0.76% hits | HepG2 CAGA-GFP viability, ATP luminescence, 18 h | Potency, µM (doses to about 46.1 µM), inactives show at the top dose activity change, negative = cytotoxicity, hits mostly cytotoxic; note: potency is the fitted concentration of half-maximal effect; some results filed as inactive show a strong effect at the top dose
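CellTiter-Glo luminescence gave cytotoxicity after 18 hours at 37 degrees C. The cells were HepG2 CAGA-GFP in 1% FBS DMEM, stimulated with 500 pg/mL TGF-beta after compound addition. %Activity was normalised to no-cell wells (complete cell-killing) and DMSO (no toxicity), and curves were fitted and classified.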
SW480 rereplic = inducers of DNA re-replication in SW480 colon cancer cells; SW480 DNA re-replication, Hoechst DNA content imaging, 48 h; Potency, µM (titrated, usually from 46.1 µM), inactives show top-dose re-replication activation, most hits filed as activators; 340,000 compounds, 1.8% hits; note: potency is the fitted concentration of half-maximal effect; % of control where 0% means no effect; nearly all actives have a fitted effect of over 55% in size
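Cells (250 per well) received 23 nL compound or DMSO by pin tool and were kept 48 hr at 37 C, 5% CO2. Nuclei were then stained with Hoechst for 40 min and scanned for DNA content.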
HT1080NT lethal = kills 2HG-producing HT-1080-NT fibrosarcoma cells; HT-1080-NT fibrosarcoma viability, CellTiter-Glo ATP luminescence, 48 h; Potency, µM (top dose mostly 46.1 µM), inactives show at the highest dose activity, negative = less viability, usual class: cytotoxic; 360,000 compounds, 1.6% hits; AID 686970;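 note: NT is the 2HG producing partner of a matched IDH1 knockdown line; potency is the fitted concentration of half-maximal effect; 0% = DMSO-treated cells and -100% = media-only wells without cells; nearly all actives have a fitted effect of over 55% in size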
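Viability by CellTiter-Glo luminescence after 48 h compound exposure at 37C of HT-1080-NT cells (750/well, RPMI, 5% FBS). % activity scaled between DMSO wells and medium-only wells, then curve-fitted and categorized by curve class.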
* hit, by the source's call; i = inactive; ? = inconclusive; / = not tested or not shown; [ ] = another dose, or the depositor's remark. Unless noted, calls come from the whole dose curve; as a rule, active = well fitted curve in the direction sought with a large enough effect; inconclusive = small, poorly fitted or top-dose-only effect, or another doubt; inactive = no such curve, though single readings can be large; an effect the other way counts as inactive or inconclusive.

structure,MCF10A rerep,ATXN2 expr inh,HT1080 IDH1KD tx,IL1B secr inh,KB-3-1 cytotox,ATXN viability,HepG2 tox,SW480 rereplic,HT1080NT lethal
CC(C)COc1ccc(C(=O)Nc2ccccc2[N+](=O)[O-])cc1,13µM*,0%,1%,-25,3%,i,-14%,?,-44%
O=C(Nc1ccncc1)c1ccc(Cl)c(S(=O)(=O)N2CCCC2)c1,15%,-37%,-16%,52,-26%,i,-24%,-18%,?
COc1ccc(CNCc2cccc(OC)c2OC)cc1Br,9%,/,-4%,-22,-4%,i,-28%,-44%[inhibitor],-14%
CC1=C(C(=O)OCC(C)C)C(c2ccsc2)NC(=O)N1 (configuration not stated),583%[0.0737 µM],11%,-15%,-14,8%,i,-10%,-2%,1%
CCc1ccc(NC(=O)c2nn(-c3ccc(C)cc3)c(=O)n(C)c2=O)cc1,/,-5%,/,/,5%,i,-2%,/,/
O=C(/C=C/c1ccccc1)N/C(=C/c1ccccc1)C(=O)Nc1ccccc1O,1%,26%,0%,-1,-16%,i,2%,6%,7%
CC(=O)C1=C(O)C(=O)N(Cc2ccco2)C1c1ccccc1F (configuration not stated),-1%,0%,6%,10,-10%,i,-10%,5%,11%
COc1ccc(S(=O)(=O)N2CCN(C(=O)NC3CCCCC3)CC2)cc1OC,4%,-5%,-1%,-2,-15%,i,5%,1%,-2%
COC(=O)c1ccccc1NC(=O)c1cc(-c2ccc(C)cc2)on1,-2%,3%,-7%,-4,0%,i,-16%,-3%,-16%[9.24 µM]
CC(=O)Nc1ccc(/C=N/NC(=O)CNS(=O)(=O)c2ccccc2)cc1,0%,-9%[11.3 µM],0%,20,-17%,i,1%,-1%,-1%
COc1cccc(C(=O)N2CCC2(C)C(=O)O)c1 (configuration not stated),/,-1%,13%,0,0%,i,-3%,/,26%
CC(=O)c1ccc(N2CCN(c3ncnc4c3cnn4C)CC2)cc1,/,-10%,/,/,1%,i,1%,/,/
NC(=O)c1ccccc1NS(=O)(=O)Cc1ccc(Cl)cc1,0%,7%,8%,0,-1%,i,7%,-7%,11%
CC(C)CCSc1nc2[nH]ncc2c(=O)[nH]1,-6%,2%,-6%,9,?,?,-12%,6%,1%
C=C(C)COc1ccc2c(C)c(CC(=O)N3C[C@H]4C[C@@H](C3)c3cccc(=O)n3C4)c(=O)oc2c1,-1%,-10%,16%,7,0%,i,-8%,-2%,1%
O=C(NCCS(=O)(=O)N1CCN(c2ccc(F)cc2)CC1)C12CC3CC(CC(C3)C1)C2,?,3%,2%,-19,-4%,?,-30%,21%,-2%
C/C(=N\NC(=O)c1cccc([N+](=O)[O-])c1)c1cccs1,7%,12%,-14%,34,-8%,i,-21%,-3%,-28%
CCOC(=O)N1CCc2c(sc(NC(=O)CCS(=O)(=O)c3ccccc3)c2C(N)=O)C1,?,1%,1%,-10,-8%,i,-32%,-10%,1%
COc1cc(OC)cc(C(=O)N[C@H](C(=O)NCCc2ccc(S(N)(=O)=O)cc2)C(C)C)c1,8%,-3%,10%,5,1%,i,1%,-3%,9%
CS(=O)(=O)N(CC(=O)Nc1ccc(F)cc1)C1CCCCC1,-1%,0%,9%,0,4%,i,-1%,-43%,15%
COc1ccc(C(C#N)N2N=C(c3ccccc3)CC2c2ccccc2)cc1OC (configuration not stated),0%,32%,-12%,19,2%,i,-7%,-3%,0%
Cc1nn(CC(=O)NCCc2cccs2)c(=O)c2cc3ccccc3n12,0%,/,3%,-11,1%,i,4%,4%,4%
O=C(O)CCNc1cc(N2CCN(C(=O)c3ccco3)CC2)c2noc3c2c1C(=O)c1ccccc1-3,-8%,-17%,?,-71*,-26%,?,-3%,?,?
CCn1c(=O)c(C(=O)CN2CC(C)OC(C)C2)c(N)n(Cc2ccccc2)c1=O (configuration not stated),737%[0.0737 µM],9%,8%,0,14%,i,3%,-5%,-6%
Cc1cc(C)cc(-n2c(-c3ccccc3)c(C)n3c4c(=O)n(C)c(=O)n(C)c4nc23)c1,/,7%,/,/,19%,i,3%,/,/
CN(C(=O)CCN1C(=O)S/C(=C\c2ccccc2)C1=O)C1CCS(=O)(=O)C1 (configuration not stated),-3%,/,5%,-7,0%,?,-11%,-4%,3%
CCc1ccccc1NC(=O)CSc1ncn[nH]1,-6%,11%,12%,16,-1%,i,3%,-9%,0%
CCOc1ccc(OCCC(=O)OCC(=O)NCc2ccccc2)cc1,-13%,-11%,-2%,2,32%,i,-9%,-14%,-5%
CCOc1ccc(NC(=O)CSC(N)=O)cc1,10%,-22%,-14%,-9,?,i,20%,10%,-1%
Cn1c(SCC(=O)Nc2ccc(C(N)=O)cc2)nnc1-c1cccs1,-2%,3%,17%,-4,21%,i,2%,2%,16%
COc1ccc2[nH]c3ccccc3c2c1,-2%,9%,-1%,-14,0%,i,-5%,0%,-11%
O=C(CCCC1=NS(=O)(=O)c2ccccc2N1)OCc1ccc(Cl)cc1,13%,-10%,-2%,54,-1%,i,-7%,1%,-7%
CC(=O)Nc1cccc(NC(=O)CCCC(=O)O)c1,9%,-3%,0%,5,0%,i,4%,1%,2%
CN1N=C(C(=O)N=c2sc3ccccc3n2C)CCC1=O,0%,0%,2%,24,0%,i,18%,16%,0%
CCC(=O)NC(=S)Nc1ccc(Cl)cn1,-10%,16%,8%,-6,4%,i,1%,-1%,18%
CCC1(c2ccccc2)NC(=O)N(CC(=O)N(C)CC(=O)Nc2c(C)cccc2C)C1=O (configuration not stated),1%,-7%,-6%,i,?,i,-36%,-32%[inhibitor],-6%
CCOC(=O)/C(C#N)=C/Nc1ccsc1C(C)=O,-3%,8%,6%,-3,1%,?,0%,-18%,8%
CCOc1ccc(CCNC(=O)COC(=O)c2ccc(OC)c(OC)c2OC)cc1OCC,2%,0%,1%,7,24%,i,0%,-3%,1%
CC(=O)Nc1ccc(C(=O)N2CCCC(c3cc(C(=O)NCc4cccnc4)no3)C2)cc1 (configuration not stated),/,4%,18%,1,0%,i,-16%,/,7%
CCc1ccc(-c2cc(C(=O)NCc3ccco3)c3ccccc3n2)s1,1%,12%,?,-24,1%,i,-28%,-2%,-15%
CN=c1scc(C)n1/N=C/c1ccc(O)cc1,16%,9%,-11%,-13,-12%,i,0%,-2%,-2%
CCOC(=O)c1c(C)oc2c1c1c(c3ccccc32)OCN(Cc2ccccn2)C1,17%,117%[activator],3%,-75*,0%,i,-25%,-1%[9.22 µM],-19%
CC(=O)Nc1cncc(-c2ccc(CN(C)C)cc2)n1,/,24%,23%,22,1%,i,10%,/,21%
CCOc1ccc(CN(C)C(=O)c2cccnc2SC)cc1OC,4%,-3%,-4%,3,0%,i,-2%,?,-1%
CCCOc1ccc(-c2c(C(=O)N/N=C/c3ccc(OCC)cc3)nnn2-c2nonc2N)cc1,-8%,-2%,0%,23,12%,i,-25%,6%,-2%
CCN(CC(=O)Nc1ccc(C)c(F)c1)CC(=O)NC(C)C,-5%,1%,-3%,-4,?,i,-15%,9%,-4%
Cc1cc(C)cc(NC(=O)COC(=O)CCn2c(C)csc2=O)c1,-4%,/,8%,17,5%,?,-19%,0%,4%
O=S1(=O)N[C@@H](CC2=CCCCC2)C2CCCCC2O1 (some centres not stated),21%,-9%,-6%,24,0%,i,-7%,2%,-4%
NC(N)=NS(=O)(=O)c1ccc(NC(=S)NC(=O)/C=C/c2ccco2)cc1,1%,0%,-8%,24,?,i,-12%,-5%,-1%
COc1ccc(Br)cc1CN(C)CC(=O)NCc1ccc(F)cc1,18%,-37%,-10%,?,-14%,/,-5%,-3%,-9%

Remaining list, next part
structure,MCF10A rerep,ATXN2 expr inh,HT1080 IDH1KD tx,IL1B secr inh,KB-3-1 cytotox,ATXN viability,HepG2 tox,SW480 rereplic,HT1080NT lethal
Cc1nc(N/N=C/c2ccccc2)nc(N(C)c2ccccc2)c1[N+](=O)[O-],1%,-6%,-11%,36,14%,i,-19%,0%,-6%
CC1CC(C)(C)NC(=S)N1CCCC(=O)Nc1ccc(F)cc1 (configuration not stated),5%,-27%,6%,-2,9%,i,-20%,-3%,15%
COc1ccc(C)cc1S(=O)(=O)Nc1cc2c3c(c1)C(C)C(=O)N3CCC2 (configuration not stated),-3%,2%,-3%,12,0%,i,11%,-14%,-3%
COc1cnc(-c2ccccc2)c(-c2ccccc2)n1,-4%,0%,4%,41,1%,i,-9%,-17%,-2%
CN(C)CCOCCOc1ccccc1-c1ccccc1,-2%,-1%,-3%,-14,?,i,1%,-3%,1%
O=C(Cc1ccccc1)Nc1cccc(-c2nnc(-c3ccco3)o2)c1,?,5%,-3%,-23,0%,i,2%,0%,-2%
COc1ccc(NC(=O)c2cnc(SC)n2-c2ccc(F)cc2)c(OC)c1,5%,-16%,7%,22,-7%,i,-35%,-7%,1%
CC(C)C(C(=O)NCC1CCCO1)N(Cc1ccco1)C(=O)CNS(=O)(=O)c1ccc(F)cc1 (configuration not stated),?,0%,10%,-6,16%,i,-7%,10%,-2%
CN(C)C(CNC(=S)Nc1cccc(Cl)c1)c1cccnc1 (configuration not stated),-4%,-13%,14%,-23,6%,/,-10%,-2%,1%
CCOC(=O)c1ccccc1NC(=O)C1CC(=O)N(C2CCCC2)C1 (configuration not stated),9%,4%,-1%,-6,-5%,i,-13%,-3%,-1%
